TRPC4 act: activators of mouse TRPC4 channel; B-score at 10 µM; Q9QUQ5; actives 0.49% (n = 310,000); HEK293 TRPC4beta/mu-opioid, Fluo4 calcium fluorescence; hits give high values; AID 2237;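 active means B-score above 5 SD of library B-scores, and initial fluorescence ratio not above library mean plus 5 SD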;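 further: positive B-score marks a calcium rise read as TRPC4 activation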
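Assay system: HEK293 stable line with TRPC4beta plus mu-opioid receptor; schedule: 45 min room-temperature Fluo4 loading, 110 s read; technique: kinetic Fluo4 calcium fluorescence; evaluation: integrated baseline-normalised fluorescence ratio, converted to per-well B score; controls: buffer (low) and maximal DAMGO (high)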
TRPC6 inh: mouse TRPC6 channel inhibition. HEK293-TRPC6, membrane potential dye, ACh-evoked depolarization; hits give low values. B-score at 10 µM. actives 1.1% (n = 310,000);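 active means B-score under library mean minus 3 SD, initial fluorescence not abnormally high, positive integrated signal ratio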;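 further: B-score derived from integrated fluorescence ratio over the kinetic read; more negative B-score means stronger inhibition of depolarization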
Target sequence (Q61143 whole entry, looked up): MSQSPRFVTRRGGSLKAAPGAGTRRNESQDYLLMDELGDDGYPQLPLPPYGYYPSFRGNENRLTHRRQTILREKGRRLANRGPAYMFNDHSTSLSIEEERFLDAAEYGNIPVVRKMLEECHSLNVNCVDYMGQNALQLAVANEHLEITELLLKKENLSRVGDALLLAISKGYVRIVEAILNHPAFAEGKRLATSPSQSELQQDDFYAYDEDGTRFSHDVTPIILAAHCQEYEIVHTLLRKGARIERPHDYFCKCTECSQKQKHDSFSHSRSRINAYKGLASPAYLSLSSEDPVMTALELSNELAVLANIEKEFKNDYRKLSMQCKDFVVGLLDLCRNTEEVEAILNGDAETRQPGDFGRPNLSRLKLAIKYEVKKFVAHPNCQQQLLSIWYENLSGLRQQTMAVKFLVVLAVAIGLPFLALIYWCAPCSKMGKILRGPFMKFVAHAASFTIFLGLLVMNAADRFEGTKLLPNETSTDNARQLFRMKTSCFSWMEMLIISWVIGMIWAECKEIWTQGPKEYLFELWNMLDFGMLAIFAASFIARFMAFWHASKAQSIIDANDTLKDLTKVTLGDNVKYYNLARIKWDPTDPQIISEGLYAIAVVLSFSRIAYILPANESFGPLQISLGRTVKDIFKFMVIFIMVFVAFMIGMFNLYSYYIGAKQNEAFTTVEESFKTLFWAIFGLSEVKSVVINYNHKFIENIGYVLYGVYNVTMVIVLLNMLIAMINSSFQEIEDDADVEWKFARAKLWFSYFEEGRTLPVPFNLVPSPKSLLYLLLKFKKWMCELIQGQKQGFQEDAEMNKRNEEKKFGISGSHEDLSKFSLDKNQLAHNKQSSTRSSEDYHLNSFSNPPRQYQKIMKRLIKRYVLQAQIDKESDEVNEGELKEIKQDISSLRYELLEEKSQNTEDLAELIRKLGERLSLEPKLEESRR
TRPC6 activator: mouse TRPC6 channel activation. Q61143. HEK293-TRPC6 membrane potential dye fluorescence; hits give high values. B-score at 10 µM. actives 0.13% (n = 310,000). AID 2550;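 active means B-score of the integrated fluorescence ratio above library mean plus 3 SD, and starting fluorescence ratio within library mean plus 5 SD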;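 further: higher score means more depolarization so channel activation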
RGS4 block: inhibitors of human RGS4. P49798. HEK293 M3R/RGS4 inducible, Fluo-4 calcium flux; hits give high values; triggered by carbachol at its EC20. B-score at 10 µM. actives 0.45% (n = 310,000). AID 463165;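 active means B-score, a plate-corrected calcium signal, over three deviations above library mean, with baseline fluorescence within five deviations of library mean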;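 further: RGS4 expression induced by doxycycline in cells with stable M3 receptor; B-score is computed from the integrated fluorescence ratio over baseline after carbachol; higher B-score means a larger calcium signal and so more RGS4 inhibition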
MrgX1 PAM: allosterically activates human MrgX1 receptor signaling | Q96LB2 | MrgX1-HEK293, Fluo-4 calcium flux, FDSS; hits give high values | B-score at 10 µM | actives 0.63% (n = 310,000);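 active means plate-corrected calcium response at least 3 library SD above typical, normal starting fluorescence, not activating the receptor alone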;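 further: compound read alongside a low EC10 to EC30 dose of BAM8-22 agonist; peak minus trough fluorescence over baseline measured at the second addition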
TRPC4 PAM: allosteric potentiators of mouse TRPC4 channel; Q9QUQ5; HEK293 TRPC4beta/mu-opioid, DAMGO EC20, Fluo-4 Ca2+ flux; hits give high values; B-score at 10 µM; actives 0.42% (n = 310,000); AID 2227;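 active means B-score of calcium response area above 5 SD of library B-scores, with initial fluorescence ratio within 5 SD of library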;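 further: B-score of integrated fluorescence ratio over time as area under calcium response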
ANO1 block: inhibitors of mouse TMEM16A calcium-activated chloride channel | HEK293 TMEM16A/YFP iodide influx fluorescence, ionomycin | normalized B-score (activity score, 25-100; higher = stronger inhibition) at 10 µM | actives 1.2% (n = 310,000) | AID 588511;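 active means ratio plate-corrected score three or more library SD toward inhibition, starting fluorescence score within five deviations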;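 further: score derived from kinetic fluorescence span divided by baseline fluorescence per well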
MrgX1 antagonist: antagonists of human MrgX1 receptor | Q96LB2 | MRGX1-HEK293 calcium flux, Fluo-4, BAM8-22 antagonism; hits give low values | B-score at 10 µM | actives 1.3% (n = 310,000);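 active means calcium-response B-score plate-corrected more than 3 library SD below zero, starting fluorescence within 5 deviations, no agonist response on first addition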;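 further: peak minus trough fluorescence over baseline after final BAM8-22 challenge near maximal dose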
MrgX1 ag: agonists of human MrgX1 receptor; MrgX1-HEK293 cells, Fluo-4 calcium fluorescence, agonist mode; hits give high values; B-score at 10 µM; actives 0.44% (n = 310,000); AID 588627;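 active means calcium response B-score plate-corrected fluorescence ratio at least 3 library SD, with starting fluorescence B-score inside 5 SD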
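Material: HEK293 cells stably expressing human MrgX1 receptor | Quantity: 15,000 cells per well | Times: Cells plated overnight, dye loaded 0.5 h 37 °C, 0.5 h room temperature | Measured by: Kinetic Fluo-4 NW fluorescence of intracellular calcium | Control set: Positive and negative controls per plate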
TMEM16A act: activates or potentiates the mouse TMEM16A chloride channel. B-score at 10 µM. Q8BHY3. actives 0.3% (n = 340,000). HEK293 TMEM16A/YFP-H148Q/I152L, iodide quench fluorescence; hits give low values. AID 623877;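 active means fluorescence-ratio B-score plate-corrected deviation score at least 3 library SD below zero, with starting fluorescence score within 5 deviations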;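 further: channel opened by trigger with iodide after compound preincubation; score built on the fluorescence ratio of max minus min over baseline; more negative score means more quench and so TMEM16A activation or potentiation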
TRPC4 inh: inhibitors of mouse TRPC4 channel. Q9QUQ5. HEK293 TRPC4beta/mu-opioid, DAMGO-evoked Fluo4 calcium flux; hits give low values. B-score at 10 µM. actives 0.39% (n = 300,000). AID 2247;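 active means B-score over 3 SD under the library average, no early fluorescence shift, positive overall ratio signal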
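Assay system: TRPC4beta/mu-opioid receptor HEK293 cell line; compound dosing: single concentration per test compound; detection: Fluo4 Ca2+ flux fluorescence; evaluation: per-well B score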
Active calls of the source: *; i = inactive; nt = not tested or not shown.

SMILES	TRPC4 act	TRPC6 inh	TRPC6 activator	RGS4 block	MrgX1 PAM	TRPC4 PAM	ANO1 block	MrgX1 antagonist	MrgX1 ag	TMEM16A act	TRPC4 inh
CCc1ccc(C(C)NC(=O)C2(C)CC2(Br)Br)cc1 (configuration not stated)	i	i	i	i	i	i	i	i	i	i	i
COc1ccc(CSc2nnc3[nH]c(=O)cc(N)n23)cc1	i	i	i	i	i	i	i	i	i	i	i
COc1ccc(S(=O)(=O)N2CCN(Cc3cccc([N+](=O)[O-])c3)CC2)cc1	i	i	i	i	i	i	i	i	i	i	i
COc1cccc2c1cc1c(=O)n(CC(=O)NCCCN3CCCCC3)nc(C)n12	i	i	i	i	i	i	i	i	i	i	i
Cc1cc(C)nc(Nc2ccc(F)cc2)n1	i	i	i	i	i	i	i	i	i	i	i
Cc1ccsc1/C=N/NC(=O)Cn1cnc2ccccc21	i	i	i	i	i	i	i	i	i	i	i
CCc1ccc2cccc3c2c1N=CN3C	i	i	i	i	i	i	i	i	i	i	i
CCc1cccc(NC(=O)CC2Oc3ccccc3NC2=O)c1 (configuration not stated)	i	i	i	i	i	i	i	i	i	i	i
CCn1cc(C(=O)NCCC(C)C)c(=O)c2cc(F)c(N3CCN(C(=O)c4ccco4)CC3)cc21	i	i	i	i	i	i	i	i	i	i	i
COc1ccc(NS(=O)(=O)c2ccc3oc4ccccc4c3c2)cn1	i	i	i	i	i	i	25*	i	i	i	i
O=C(N=Nc1c(O)n(Cc2ccccc2)c2ccccc12)c1cc2ccccc2cc1O	i	i	i	i	i	i	i	i	i	i	i
CC(C)CN(C(=O)COC(=O)CNC(=O)c1ccccc1F)C1CCS(=O)(=O)C1 (configuration not stated)	i	i	i	i	i	i	i	i	i	i	i

Exported with each value named: entries from further up.
canonical_smiles: COc1ccc(S(=O)(=O)N2CCN(Cc3cccc([N+](=O)[O-])c3)CC2)cc1
  TRPC4 act = i | TRPC6 inh = i | TRPC6 activator = i | RGS4 block = i | MrgX1 PAM = i | TRPC4 PAM = i | ANO1 block = i | MrgX1 antagonist = i | MrgX1 ag = i | TMEM16A act = i | TRPC4 inh = i

canonical_smiles: COc1cccc2c1cc1c(=O)n(CC(=O)NCCCN3CCCCC3)nc(C)n12
  TRPC4 act = i | TRPC6 inh = i | TRPC6 activator = i | RGS4 block = i | MrgX1 PAM = i | TRPC4 PAM = i | ANO1 block = i | MrgX1 antagonist = i | MrgX1 ag = i | TMEM16A act = i | TRPC4 inh = i

(further entries)
SMILES	TRPC4 act	TRPC6 inh	TRPC6 activator	RGS4 block	MrgX1 PAM	TRPC4 PAM	ANO1 block	MrgX1 antagonist	MrgX1 ag	TMEM16A act	TRPC4 inh
Cn1c(C(=O)OCC(=O)NCC2CCCO2)cc2sccc21 (configuration not stated)	i	i	i	i	i	i	i	i	i	i	i
CCc1ccccc1N1C(=O)c2cccc3c(N4CCOCC4)c([N+](=O)[O-])cc(c23)C1=O	i	i	i	i	i	i	i	i	i	i	i
CCNc1nc2cccnc2s1	i	i	i	i	i	i	i	i	i	i	i
CCOC(=O)C1CCCN(C(=O)c2cc3c(=O)n(C)c4ccccc4c3n2C)C1 (configuration not stated)	i	i	i	i	i	i	i	i	i	i	i
CC(C)c1ccc(/C=N/NC(=O)CC(=O)NCc2ccccc2)cc1	i	i	i	i	i	i	i	i	i	i	i
CC(CC(=O)NC1CCSC1=O)c1ccccc1 (configuration not stated)	i	i	i	i	i	i	i	i	i	i	i
O=C(c1cccc(F)c1)N1CCc2ccccc2C1	i	i	i	i	i	i	i	i	i	i	i
Cc1cc(=O)n2nc(N3CCC(C(=O)NC4CCCc5ccccc54)CC3)sc2n1 (configuration not stated)	nt	nt	nt	nt	i	nt	i	i	i	i	nt
O=C(NCCN1CCOCC1)c1cccc(S(=O)(=O)N2CCCCC2)c1	i	i	i	i	i	i	i	i	i	i	i
CCOC(=O)c1cnc(SC)nc1Oc1cccc(NS(=O)(=O)c2ccc(Cl)cc2)c1	i	i	i	i	i	i	i	-8.7*	i	i	i
Cc1ccc(CS(=O)(=O)c2ncn[nH]2)cc1	i	i	i	i	i	i	i	i	i	i	nt
O=c1c2ccccc2ncn1-c1ccc([N+](=O)[O-])cc1Cl	i	i	i	i	i	i	i	i	i	i	i
CC(C)(C)NC(=O)c1cccc(NC(=O)Cc2cccs2)c1	i	i	i	i	i	i	i	i	i	i	i
O=C(CCNC(=O)c1ccc(Br)o1)NCc1ccc(Cl)cc1	i	i	i	i	i	i	i	i	i	i	i
CCN(C(=O)c1ccc2c(Cl)c3c(nc2c1)CCC3)c1ccc(C)c(C)c1	i	i	i	i	i	i	i	i	i	i	i
c1ccc(-c2noc(CSc3nc4ccccc4o3)n2)cc1	i	i	i	i	i	i	i	i	i	i	i
COC(=O)[C@@H]1C[C@@]2(O)[C@H](O)[C@H](O)[C@H](O)C[C@H]2N1Cc1cc(F)ccc1F	i	i	i	i	i	i	i	i	i	i	i
CSc1nc2ccc3nc(NC(=O)c4ccccc4)sc3c2s1	i	i	i	i	i	i	i	-7.4*	i	i	i
COc1ccc(C2N(c3ccc(OC)cc3)C(=O)C3CCCN32)cc1 (configuration not stated)	i	i	i	i	i	i	i	i	i	i	i
CCOc1ccc(-c2cccc(NS(=O)(=O)c3ccc([N+](=O)[O-])cc3)c2)nn1	i	i	i	i	i	i	i	i	i	i	i
COc1ccc(/C=N/NC(=O)c2ccc(OC)c(OC)c2)cc1COc1c(F)c(F)c(F)c(F)c1F	i	i	i	i	i	i	i	i	i	i	i
Cn1c(CCNC(=O)c2ccc(Cl)cc2)n[nH]c1=S	i	i	i	i	i	i	i	i	i	i	i
CCc1ccc(C(=O)N/N=C(\C)c2cccnc2)s1	i	i	i	i	i	i	i	i	i	i	i
CC(C)C1=NN(C(=O)c2ccccc2)C(O)(C(C)(C)C)C1 (configuration not stated)	i	i	i	i	i	i	i	i	i	i	i
Cc1cccnc1NC1(C(F)(F)F)N=C2SCCN2C1=O (configuration not stated)	i	i	i	i	i	i	i	i	i	i	i
COc1ccc(S(=O)(=O)NNC(=O)C(=O)NNc2ccccn2)cc1	i	i	i	i	i	i	i	i	i	i	i
Cc1ccc(NCc2ccco2)cc1C	i	i	i	i	i	i	i	i	i	i	i
Cc1ccc(-n2ncc3c(NCc4cccnc4)ncnc32)cc1C	i	i	i	i	i	i	25*	i	i	i	i
COC(=O)[C@H](Cc1ccccc1)NC(=O)NCc1ccccc1	i	i	i	i	i	i	i	i	i	i	i
CS/C(N)=N/N=C/c1ccc([N+](=O)[O-])cc1	i	i	i	i	i	i	i	i	i	i	i
O=C(CSc1nnc2ccccn12)c1ccccc1	i	i	i	i	i	i	i	i	i	i	i
COc1ccc(N2CC(C(=O)Nc3nnc(SCC(=O)c4ccccc4)s3)CC2=O)cc1 (configuration not stated)	i	i	i	i	i	i	i	i	i	i	i
Cc1nnc2sc(SCC(=O)N3CCC(C)CC3)nn2c1=O	i	i	i	i	i	i	i	i	i	i	i
CCOC(=O)C1(Cc2cccc(Cl)c2)CCCN(C(=O)CCSC)C1 (configuration not stated)	i	-5.3*	i	i	i	i	i	i	i	i	i
CCOC(=O)c1c(NC(=O)CSc2ncnc3ccccc23)sc(C(C)=O)c1C	i	i	i	i	i	i	i	i	i	i	i
Cc1ccccc1N(C(=O)c1csnn1)C(C(=O)NC(C)(C)C)c1cccs1 (configuration not stated)	i	i	i	i	i	i	i	i	i	i	i
O=C(N1CCC(n2nc(-c3ccccc3)oc2=O)CC1)C1(c2ccc(Cl)cc2)CC1	i	i	i	i	i	i	i	i	i	i	i
CCCc1cc(Nc2cccc(OCC)c2)n2ncnc2n1	i	i	i	i	i	i	i	i	i	i	i
Cc1oc(C)c2c(=O)ccc3c(c12)OC(N)=C(C#N)C3c1ccc(F)cc1 (configuration not stated)	i	i	i	i	i	i	i	i	i	i	i
CCCCN1C(=O)C(=O)NC[C@@H]1C(C)O (some centres not stated)	i	i	i	i	i	i	i	i	i	i	i
CC(C)(C)c1ccc(C(=O)c2cn[nH]c2-c2ccccc2O)cc1	i	i	i	i	i	i	i	i	i	i	i
Cc1c(Cl)cccc1NC(=O)NN1CCN(C)CC1	i	i	i	i	i	i	i	i	i	i	i
COc1ccc(Cl)cc1NC(=O)Nc1cccc([N+](=O)[O-])c1C	i	i	i	i	i	i	i	i	i	i	i
NS(=O)(=O)c1ccc(NC(=O)COC(=O)c2ccco2)cc1	i	i	i	i	i	i	i	i	i	i	i
CCOc1ccc(/C=C2\SC(N3CCCCC3)=NC2=O)cc1	i	i	i	i	i	i	i	i	i	i	i
O=C(Cc1ccccc1)N1CCNCC1	i	i	i	i	i	i	i	i	i	i	i
COC(=O)c1cccc(NC(=O)c2ccc[n+]([O-])c2)c1	i	i	i	i	i	i	i	i	i	i	i
Cc1cc(Nc2ccc(F)c(Cl)c2)n2nc(C)nc2n1	i	i	i	i	i	i	i	i	i	i	i
O=C(Nc1cccnc1)c1noc2c1CCCCC2	i	i	i	i	i	i	i	i	i	i	i
COc1ccc(/C=N/Nc2cc(C)nc3ccc(OC)cc23)c(OC)c1	i	-5.4*	i	i	i	i	100*	i	i	i	i
O=C(O)c1ccc(-n2nnc3ccccc32)c([N+](=O)[O-])c1	i	i	i	i	i	i	i	i	i	i	i
CCN(CC)CCCNC(=O)c1oc2ccc(S(=O)(=O)N3CC(C)CC(C)C3)cc2c1C (configuration not stated)	i	i	i	i	i	i	i	i	i	i	i
CN(C)c1nc(Cl)cc(N2CCOCC2)n1	i	i	i	i	i	i	i	i	i	i	i
CN(C)S(=O)(=O)Oc1ccc(C(=O)Nc2cccc(Cl)c2)cc1	i	i	i	i	i	i	i	i	i	i	i
C/C(=N\Nc1ccccn1)c1cccs1	i	i	i	i	i	i	i	i	i	i	i
COc1ccc(S(=O)(=O)N2CC(C)OC(C)C2)cc1C(=O)N1CCCCC1 (configuration not stated)	i	i	i	i	i	i	i	i	i	i	i
